Screens as filed in PubChem BioAssay.
V-ATPase pHluor = yeast V-ATPase proton transport regulation by pHLuorin; response, % at 10 µM; AID 504577; 350,000 tested, 0.37% active; S. cerevisiae, pHLuorin cytosolic pH fluorescence; in the data active means response mostly above about 7.3%, no sharp cut-off; inactive means mostly below about 5.4%; further: actives read high; inactives centre near 0; some compounds called inactive have numbers as strong as hits; reference of the scale not given here
OPRM1-OPRD1 inv = inverse agonists of human mu-delta opioid receptor heterodimerization; cell-based MOR-DOR heterodimer luminescence, inverse agonism; 340,000 tested, 0.21% active; AID 504357; P35372+P41143; inhibition, % at 9.3 µM; in the data active means inhibition above about 22%, passing the limit was not always enough;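 further: 0% = cells with DMSO and 100% = wells without cells with DMSO; values of inactives mirror those of a sister screen read the other way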
CAL-PDZ inh HTS = CAL PDZ (human) peptide binding inhibition. inhibition, % at 24.9 µM. purified CAL PDZ, TMR-peptide fluorescence polarization, 1 h. AID 602252. 300,000 tested, 0.92% active;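 active means mean inhibition of at least 30% with at least half of replicates also reaching 30%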;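 further: 0% = DMSO neutral control and 100% = excess unlabeled competitor peptide PRC23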
RTF Ca sens inh = cardiac RTF calcium desensitization | inhibition, % at 7.15 µM | IANBD-labeled cardiac RTF, Ca2+ fluorescence | AID 493244 | 340,000 tested, 0.12% active;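 active means inhibition above the mean inhibition of all tested compounds plus 3 SD, cut at about 17% in these data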;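 further: assay run at fixed EC70 calcium of 1.6 mM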
RTF Ca sens act = cardiac RTF calcium sensitization; activation, % at 7.2 µM; 340,000 tested, 0.24% active; AID 493008; P19429+P45379; IANBD-labeled TnC RTF fluorescence at EC20 calcium; 0% EC20 calcium, 100% full calcium;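 active means activation above the mean over all tested compounds plus 3 SD, cut at about 30% in these data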;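 further: rise in fluorescence read as greater calcium sensitivity of cardiac thin filaments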
HTR5A ag ctr = HTR5A agonism, opioid heterodimer counter-screen. P47898. HTR5A agonist assay, luminescence, cell-based. activation, % at 9.3 µM. 340,000 tested, 0.61% active; in the data active means activation mostly above about 9.5%, no sharp cut-off; inactive means mostly below about 7.6%;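 further: 0% = cells with vehicle only and 100% = reference agonist; strong numbers were not always called active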
Target sequence (P47898 whole entry, looked up): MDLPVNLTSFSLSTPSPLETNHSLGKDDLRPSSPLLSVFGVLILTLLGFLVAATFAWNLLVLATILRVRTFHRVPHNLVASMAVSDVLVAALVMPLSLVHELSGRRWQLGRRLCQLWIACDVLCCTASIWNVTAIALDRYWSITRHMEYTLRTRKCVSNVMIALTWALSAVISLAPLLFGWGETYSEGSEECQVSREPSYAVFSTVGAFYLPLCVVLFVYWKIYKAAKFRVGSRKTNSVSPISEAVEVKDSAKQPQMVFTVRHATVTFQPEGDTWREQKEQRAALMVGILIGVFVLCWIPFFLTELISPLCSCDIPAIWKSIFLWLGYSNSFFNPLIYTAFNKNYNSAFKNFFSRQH
C-LANA FP = blocks KSHV LANA C-terminal domain binding to DNA; MBP-C-LANA/FAM-LBS DNA binding, fluorescence polarization; inhibition, % at 9 µM; 340,000 tested, 0.078% active; AID 504423;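 active means highest replicate inhibition at or above 60% at 9 µM, even if other replicates fall short; inactive means all replicates below 60% inhibition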;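 further: 0% = neutral control wells and 100% = 4 µM acridine orange control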
OPRM1-OPRD1 ag = agonists of human mu-delta opioid receptor heterodimerization; P35372+P41143; cells, OPRM1-OPRD1 heterodimerization, luminescence; activation, % at 9.3 µM; 340,000 tested, 0.3% active; in the data active means activation above about 18%;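 further: 0% = vehicle-treated cells and 100% = reference agonist; values of inactives mirror those of a sister screen read the other way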
Keap1 Nrf2 FP = disrupts human Keap1 binding to Nrf2 peptide; 340,000 tested, 0.15% active; Keap1 Kelch-Nrf2 peptide fluorescence polarization, 1536-well; AID 504523; inhibition, % at 9.4 µM; Q14145; in the data active means inhibition above about 12%;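 further: human Keap1 Kelch domain with fluorescein labeled Nrf2 9mer peptide probe; 0% = neutral control wells and 100% = peptide positive control; higher means more block of Keap1 binding to Nrf2 peptide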
Target sequence (Q14145 whole entry, looked up, the tested form may be a part): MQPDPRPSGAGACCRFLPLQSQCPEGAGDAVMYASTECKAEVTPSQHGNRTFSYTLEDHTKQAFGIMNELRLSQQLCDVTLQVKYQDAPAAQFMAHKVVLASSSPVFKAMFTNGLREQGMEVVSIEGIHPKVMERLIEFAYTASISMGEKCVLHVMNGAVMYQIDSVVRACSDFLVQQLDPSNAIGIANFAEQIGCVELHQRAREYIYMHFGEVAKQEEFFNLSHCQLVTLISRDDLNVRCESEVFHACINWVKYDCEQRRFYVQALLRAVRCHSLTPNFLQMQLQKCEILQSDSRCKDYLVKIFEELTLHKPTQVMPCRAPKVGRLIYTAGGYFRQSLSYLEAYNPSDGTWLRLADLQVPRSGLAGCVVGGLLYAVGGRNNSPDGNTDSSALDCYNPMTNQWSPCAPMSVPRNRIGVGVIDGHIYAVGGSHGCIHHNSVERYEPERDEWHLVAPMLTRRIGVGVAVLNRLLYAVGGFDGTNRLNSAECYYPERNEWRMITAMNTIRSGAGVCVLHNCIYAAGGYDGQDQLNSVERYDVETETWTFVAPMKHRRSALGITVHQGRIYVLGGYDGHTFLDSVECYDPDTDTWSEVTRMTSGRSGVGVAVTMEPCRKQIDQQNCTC
HTR5A inv ag = counter-screen for OPRM1-OPRD1 inverse agonists: human HTR5A inverse agonism; HTR5A cell line, luminescence; P47898; 340,000 tested, 0.083% active; inhibition, % at 9.3 µM; in the data active means inhibition mostly above about 23%, no sharp cut-off; inactive means mostly below about 18%;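 further: 0% = cells with DMSO and 100% = no-cell wells with DMSO; some compounds called inactive have numbers as strong as hits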
* = called active by the depositor; · = no result given.

Value order – V-ATPase pHluor | OPRM1-OPRD1 inv | CAL-PDZ inh HTS | RTF Ca sens inh | RTF Ca sens act | HTR5A ag ctr | C-LANA FP | OPRM1-OPRD1 ag | Keap1 Nrf2 FP | HTR5A inv ag
CCCCn1c(N)c(N(CCOC)C(=O)c2cc(S(=O)(=O)N3CCCCC3)ccc2Cl)c(=O)[nH]c1=O
  0 | 16 | -4 | -7 | 9 | -1 | 1.1 | -3.0 | -3 | -6
COC(=O)c1sc(NC(=O)CSc2nnnn2C)nc1C
  0 | 3 | -3 | 8 | -1 | -7 | -1.9 | -0.5 | -3 | 18
CC(C)c1nnc(SCC(=O)NCc2ccco2)n1C
  -6 | -5 | -1 | -2 | -3 | 2 | -0.9 | 0.9 | -8 | -37
N#Cc1ccsc1NC(=O)COc1ccc(-c2nnco2)cc1
  1 | 3 | -4 | -4 | -2 | 12 | -0.6 | -0.6 | 1 | 1
COc1ccc(/C=N/Nc2nonc2N)cc1
  -1 | -5 | -3 | -3 | 1 | -5 | 0.2 | 0.8 | -9 | 13
O=C(CCC1CCCC1)NCCCNC(=O)CCC1CCCC1
  3 | -2 | 1 | -7 | -2 | 3 | -0.1 | 0.5 | 0 | 10
O=C(CCC1CCN(C(=O)c2cccc(Cl)c2F)CC1)Nc1ccccc1
  -3 | 4 | 3 | 4 | -2 | 6 | -1.1 | -0.8 | 1 | -27
CC1CN=C(c2cccn2Cc2ccc(F)cc2Cl)O1 (stereo not drawn)
  3 | 2 | -1 | 1 | 9 | -2 | -0.4 | -0.4 | -5 | -18
Cn1cc(CN2CCC(O)CC2)c(-c2ccc(Oc3ccccc3)cc2)n1
  -3 | 2 | -6 | 11 | -1 | 6 | -0.9 | -0.5 | -1 | -4
O=C(Nc1ccccc1)N1CCC(C(=O)N2CCN(Cc3ccccc3)CC2)CC1
  -2 | 22 | · | 7 | -5 | 0 | -0.1 | -5.7 | -3 | 19
Clc1ccc(/C=N/Nc2ccccn2)cc1
  -2 | -23 | -3 | 1 | -8 | -2 | -0.5 | 3.2 | 1 | 5
Cc1ncc2c(n1)NC(=O)NC2
  -3 | 14 | -4 | -6 | -11 | 4 | 1.0 | -2.6 | 5 | -18
CC1CN(C2=CC(=O)CCC2)CC(C)O1 (stereo not drawn)
  -2 | 9 | -3 | 6 | 0 | 1 | 1.5 | -1.8 | 1 | -2
O=C(Cn1cc(Cl)ccc1=O)c1ccc(Cl)cc1
  · | -11 | -3 | 9 | -11 | 1 | -0.1 | 1.5 | -2 | -12
O=C(CSc1cn(Cc2ccccc2)c2ccccc12)N1CCOCC1
  1 | 0 | · | -1 | 7 | 11 | 1.2 | 0.0 | -1 | -35

New compounds follow.
Value order – V-ATPase pHluor | OPRM1-OPRD1 inv | CAL-PDZ inh HTS | RTF Ca sens inh | RTF Ca sens act | HTR5A ag ctr | C-LANA FP | OPRM1-OPRD1 ag | Keap1 Nrf2 FP | HTR5A inv ag
O=C(Nn1cnnc1)c1cc(Cl)cc(Cl)c1
  -2 | 5 | -7 | -10 | -6 | -5 | -4.1 | -1.1 | 6 | 17
Cc1ccc2c(c1)N(C(C)C(=O)NCc1ccc3c(c1)OCO3)C(=O)CO2 (stereo not drawn)
  -3 | -10 | 0 | -3 | -1 | -1 | -0.3 | 2.0 | 3 | -23
O=C(NCCO)c1cc2c(s1)CCC2
  2 | 5 | 2 | 8 | 7 | -1 | -0.1 | -0.9 | -3 | -1
Brc1ccc(-c2csc(Nc3nc(-c4ccc(Br)cc4)cs3)n2)cc1
  0 | 6 | -3 | -4 | -4 | -2 | 1.0 | -1.4 | 2 | 8
Cn1c(=O)c2c(nc(SCc3cccnc3)n2Cc2ccc(F)cc2)n(C)c1=O
  -1 | 16 | -5 | -6 | 2 | 0 | 2.3 | -3.5 | 2 | -4
C=C1CCC(O)C2(C)CCC3C(C)C(=O)OC3C12O (stereo not drawn)
  0 | 5 | -2 | -8 | 8 | 0 | 0.9 | -1.0 | 7 | 1
S=c1[nH]c(-c2ccccc2)cn1/N=C/c1ccc(Br)cc1
  -2 | -67 | -5 | -3 | 1 | 3 | -1.1 | 12 | -3 | -9
COc1ccc2sc(-c3ccc(SC)cc3)c(/C=C/c3ccc(OC)c(OC)c3)c2c1
  2 | 2 | -1 | -10 | -6 | 1 | -2.8 | -0.3 | 1 | 14
O=[N+]([O-])c1cc(/C=N/O)ccc1Sc1ccccc1
  -1 | -22 | -5 | -7 | 0 | 0 | 1.3 | 3.8 | -1 | -3
NNC(=O)c1cc(S(=O)(=O)N2CCOCC2)c[nH]1
  1 | 17 | -3 | -1 | 0 | -3 | 0.9 | -4.2 | -4 | -11
CCOC(=O)NC(=O)COC(=O)CCCSc1nc2ccccc2s1
  -2 | 16 | -1 | -6 | -11 | -2 | -2.2 | -3.3 | 1 | 5
CCOC(=O)c1c(C)[nH]c(C)c1S(=O)(=O)N(C)CC(=O)Nc1ccc(C)cn1
  -3 | 13 | -6 | -2 | -2 | 2 | -2.3 | -2.4 | -3 | 27
Cc1ccc(C(=O)N/C(=C/c2cccc([N+](=O)[O-])c2)C(=O)NC(C)C)cc1
  2 | 2 | -1 | 4 | 10 | 2 | 1.0 | -0.3 | 2 | -17
CCOc1ncccc1C(=O)OCC(=O)Nc1ccc(S(=O)(=O)N2CCOCC2)cc1
  -1 | -2 | -1 | -10 | 2 | -1 | 0.8 | 0.3 | -3 | 3
CCOC(=O)C(C)Sc1nc2c(c(=O)[nH]c(=O)n2C)n1C/C=C(/C)Cl (stereo not drawn)
  1 | 15 | -2 | -2 | -6 | -3 | -1.9 | -3.3 | 1 | 21

Other records.
Value order – V-ATPase pHluor | OPRM1-OPRD1 inv | CAL-PDZ inh HTS | RTF Ca sens inh | RTF Ca sens act | HTR5A ag ctr | C-LANA FP | OPRM1-OPRD1 ag | Keap1 Nrf2 FP | HTR5A inv ag
O=C1NC(c2ccccc2)=CC(c2ccccc2)N1 (stereo not drawn)
  1 | 11 | -2 | -2 | -9 | -3 | 2.9 | -1.7 | 1 | 8
CN1C(=O)CC(N2CCN(c3ccc(Cl)c(Cl)c3)CC2)C1=O (stereo not drawn)
  1 | 19 | · | 4 | 0 | -3 | -1.7 | -4.2 | -2 | 10
Cc1ccc(OC(C)C(=O)N2CC(=O)Nc3ccccc32)cc1 (stereo not drawn)
  -1 | 3 | 6 | -21 | 7 | 4 | 0.5 | -0.4 | -5 | -10
Cn1ccsc1=NC(=O)c1ccc(S(C)(=O)=O)c([N+](=O)[O-])c1
  2 | -12 | · | 0 | 2 | 1 | -0.6 | 2.4 | 2 | -1
O=C(Nc1ccccc1)C1=C[C@H](c2ccccc2)C[C@H](OCCCCO)O1
  -1 | 19 | -1 | -3 | 2 | 5 | 2.9 | -3.3 | 4 | -15
CCNC(=S)Nc1cc(OCC)c(NC(=O)c2ccco2)cc1OCC
  -5 | 4 | -2 | -16 | 8 | -2 | -1.4 | -0.7 | -2 | -50
COc1cc(OC)c2ccc(=O)oc2c1C(CC(=O)N1CCOCC1)c1ccc(N(C)C)cc1 (stereo not drawn)
  -2 | 15 | -1 | -5 | 4 | 6 | -0.9 | -2.5 | -10 | -18
CCOC(=O)c1cnc(SC)nc1Oc1cccc(NS(=O)(=O)c2ccc(F)cc2)c1
  1 | 5 | -1 | -1 | 11 | 3 | -0.5 | -1.0 | -2 | -5
CC1CCCN(C(=O)CN(c2ccccc2)S(=O)(=O)c2ccc(F)cc2)C1 (stereo not drawn)
  2 | 3 | -2 | -8 | 2 | -2 | 0.8 | -0.7 | 1 | 6
Cc1cccc(C)c1NC(=O)c1cn(-c2ccccc2)nc1-c1ccccc1
  0 | -9 | -3 | -33 | 9 | 0 | -1.5 | 1.7 | 0 | -32
Cc1ccc(S(=O)(=O)N2CCC(C(=O)OCC(=O)N3CCc4ccccc43)CC2)cc1
  · | 2 | -2 | -12 | 3 | 3 | -0.9 | -0.4 | -2 | -10
Cc1cccc(C)c1NC(=O)CN(C)CC(=O)Nc1ccc(F)c(Cl)c1
  0 | 12 | 4 | -4 | -2 | 0 | 11 | -2.4 | -1 | -26
CCN(CC(=O)NC(C)C)C(=O)CCNC(=O)c1ccc(Cl)cc1
  0 | 12 | -3 | -1 | -3 | -4 | 0.0 | -2.7 | -4 | -4
Cc1ccc(CCNC(=O)c2nnn(-c3cccc(C)c3)c2N)cc1
  -3 | 8 | -7 | -5 | 8 | -10 | -1.0 | -1.4 | 0 | 0
Cc1ccc(NC(=S)c2ccncc2)cc1
  1 | 13 | · | -8 | 0 | -3 | -0.4 | -2.6 | -4 | -17

New compounds follow:
Value order – V-ATPase pHluor | OPRM1-OPRD1 inv | CAL-PDZ inh HTS | RTF Ca sens inh | RTF Ca sens act | HTR5A ag ctr | C-LANA FP | OPRM1-OPRD1 ag | Keap1 Nrf2 FP | HTR5A inv ag
CCOc1ccccc1C(=O)NC(C(=O)Nc1ccccc1N1CCOCC1)C(C)C (stereo not drawn)
  9 | 7 | -5 | -1 | -1 | 1 | -2.2 | -1.3 | -2 | 7
Cc1sc2ncnc(N3CCC(C(=O)NNC(=O)COc4ccc(Cl)cc4)CC3)c2c1C
  -1 | -7 | · | 0 | -6 | 4 | -0.4 | 1.9 | -3 | 0
COc1ccc(C2=NNC(=Nc3cc(S(=O)(=O)N(C)C)ccc3C)SC2)c(OC)c1
  -1 | 13 | -3 | 2 | 0 | -2 | 0.7 | -2.6 | -4 | -21
O=[N+]([O-])c1cc(-c2nnc(N3CCOCC3)c3ccccc23)ccc1N1CCOCC1
  1 | 8 | 8 | -21 | -6 | -2 | -0.9 | -1.6 | 2 | 8
Cc1cc(C)n(Cc2ccc(C(=O)O)o2)n1
  -3 | 12 | -2 | 9 | -2 | -2 | -0.1 | -2.1 | -3 | -52
O=C(Nc1ccc(Cl)cn1)c1ccc(Oc2ccccc2)cc1
  -2 | 3 | 1 | 1 | -6 | -4 | 3.8 | -0.6 | 1 | -4
CN(C)C(=O)c1ccc(-c2cc(C(F)(F)F)n(C)n2)s1
  4 | 1 | -4 | -7 | -1 | -3 | 0.6 | -0.3 | -2 | 22
O=C(COC(=O)c1cc2ccccc2oc1=O)Nc1cccc(S(=O)(=O)N2CCCCCC2)c1
  -1 | 8 | -3 | -4 | 1 | -1 | 1.7 | -1.6 | -2 | -26
Cc1ccc(C(=O)Nc2sc3c(c2C(=O)O)CCCC3)o1
  1 | 2 | -2 | -5 | -3 | -4 | 1.4 | -0.4 | 4 | 9
COc1ccc(C)cc1Nc1n[n+](-c2ccccc2)c(-c2ccc(N(C)C)cc2)s1
  -2 | -27 | 2 | -10 | 1 | 0 | -1.5 | 4.8 | -1 | 6
COc1ccc(NC(=O)CCS(=O)(=O)c2ccc3c(c2)CCCN3C(C)=O)cc1Cl
  0 | 3 | -1 | 16 | -2 | -5 | 0.1 | -0.5 | -1 | 12
O=S(=O)(NCC1CC1)c1cccc(S(=O)(=O)N2CCCC2)c1
  -9 | 7 | -3 | -4 | -5 | 1 | -0.2 | -1.7 | -3 | 2
CCc1ccc(N2C(=O)C(Cl)=C(N3CCCCCC3)C2=O)cc1
  -2 | -4 | -2 | -4 | 3 | 4 | -2.0 | 0.9 | -1 | -15
CCCCN(S(=O)(=O)c1ccccc1)S(=O)(=O)c1ccccc1
  0 | -19 | 0 | -10 | -3 | 1 | 1.4 | 3.6 | -4 | -4
Cc1ccc(C(=O)NC2CCN(CC(=O)Nc3cccc([N+](=O)[O-])c3)CC2)cc1
  5 | -6 | 2 | -21 | -1 | 1 | -1.8 | 1.2 | -2 | 13
